BoNT F protease – inhibitors of Botulinum neurotoxin F light chain protease; 360,000 tested, 0.22% active; Multiplex microsphere protease cleavage assay, flow cytometry; AID 588497; inhibition, % at 10 µM; in the data active means inhibition above about 35%, passing the limit was not always enough; inconclusive means no clear call, values can overlap the other calls; further: plate controls were buffer without enzyme for full effect and enzyme alone for no effect
3CLpro inhibitor – SARS-CoV 3CLpro protease inhibition; recombinant SARS-CoV 3CLpro, quenched FRET peptide cleavage; inhibition, % at 6 µM; 290,000 tested, 0.14% active; in the data active means inhibition above about 12%
SSB-PriA inh – blocks PriA binding to SSB C-terminal tail. inhibition, % at 33 µM. AID 1272365. 430,000 tested, 0.6% active. AlphaScreen SSBct-PriA binding, biotinylated peptide; in the data active means inhibition mostly above about 37%, no sharp cut-off; inactive means mostly below about 20%;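 further: plate controls were negative control peptide for no effect and reference peptide for full effect; strong numbers were not always called active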
Anthrax LF prot – blocks Bacillus anthracis lethal factor protease; multiplex microsphere protease cleavage assay, LF; inhibition, % at 10 µM; 360,000 tested, 0.12% active; further: plate controls were buffer without enzyme for full effect and enzyme alone for no effect
VHR inh abs – DUSP3 (human) phosphatase inhibition. recombinant VHR phosphatase, pNPP absorbance. inhibition, % at 13.3 µM. 290,000 tested, 0.52% active. AID 1654; in the data active means inhibition above about 50%; further: some compounds called inactive have numbers as strong as hits
Target sequence (P51452 whole entry, looked up): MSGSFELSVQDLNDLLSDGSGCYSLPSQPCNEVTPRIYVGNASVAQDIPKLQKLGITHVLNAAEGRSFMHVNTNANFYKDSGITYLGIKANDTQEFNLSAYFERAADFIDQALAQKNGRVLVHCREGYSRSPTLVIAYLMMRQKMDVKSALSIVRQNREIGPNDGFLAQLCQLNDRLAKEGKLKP
MazF activator – activators of E. coli MazEF toxin-antitoxin RNase. P0AE70. FAM/BHQ RNA-DNA oligo cleavage fluorescence, 5 h. activation, % at 20 µM. 350,000 tested, 0.32% active. AID 504720; in the data active means activation above about 50%
Target sequence (P0AE70 whole entry, looked up): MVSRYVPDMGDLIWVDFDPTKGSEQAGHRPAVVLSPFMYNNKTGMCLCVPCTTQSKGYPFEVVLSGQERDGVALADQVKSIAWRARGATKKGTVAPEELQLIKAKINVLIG
Rv3671c inh – inhibits the M. tuberculosis serine protease Rv3671c; P9WHR9; inhibition, % at 5.96 µM; 320,000 tested, 0.048% active; in the data active means inhibition above about 38%;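 further: extracellular domain of Rv3671c used as enzyme; 0% = enzyme with DMSO and 100% = no enzyme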
Target sequence (P9WHR9 whole entry, looked up, the tested form may be a part): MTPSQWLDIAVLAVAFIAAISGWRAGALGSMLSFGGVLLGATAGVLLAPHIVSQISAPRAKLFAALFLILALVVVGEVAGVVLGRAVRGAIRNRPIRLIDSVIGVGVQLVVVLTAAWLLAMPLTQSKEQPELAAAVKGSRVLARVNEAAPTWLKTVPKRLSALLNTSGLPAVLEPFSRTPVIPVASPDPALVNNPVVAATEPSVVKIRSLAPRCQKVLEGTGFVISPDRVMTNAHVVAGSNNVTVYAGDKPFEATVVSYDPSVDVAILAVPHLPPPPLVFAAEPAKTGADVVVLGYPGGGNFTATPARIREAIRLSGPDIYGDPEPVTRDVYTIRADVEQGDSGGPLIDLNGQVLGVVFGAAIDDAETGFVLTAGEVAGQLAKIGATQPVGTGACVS
PrPC TRFRET – inhibitors of human cell surface prion protein PrPC. TR-FRET read-out. inhibition, % at 13.8 µM. AID 720596. 370,000 tested, 0.43% active. P04156; in the data active means inhibition above about 24%; further: 0% = median of the test wells and 100% = reference compound wells
CCHF vOTU inh – blocks the CCHF virus ovarian tumor domain protease | AID 651958 | 370,000 tested, 0.55% active | inhibition, % at 11.5 µM | CCHFV vOTU protease, Pep-AMC fluorescence; in the data active means inhibition above about 30%; further: 0% = vehicle wells with enzyme and 100% = no enzyme wells
BoNT-A LC inh2 – BoNT A light chain protease inhibition; multiplex microsphere protease substrate cleavage, flow cytometry; 360,000 tested, 0.17% active; inhibition, % at 10 µM; further: plate controls were buffer without enzyme for full effect and enzyme alone for no effect
Active calls of the source: *; ? = inconclusive; nt = not tested or not shown. Unless noted, no stated cut-off is given here; in the data, active means inhibition above about 30%; inconclusive means no clear call, values can overlap the other calls; inactive means below that.

SMILES	BoNT F protease	3CLpro inhibitor	SSB-PriA inh	Anthrax LF prot	VHR inh abs	MazF activator	Rv3671c inh	PrPC TRFRET	CCHF vOTU inh	BoNT-A LC inh2
Cn1cc(S(=O)(=O)Nc2ccc(F)cc2F)c(=O)n(C)c1=O	-9	-4	-1	3	5	2	0	-3	2	-0.1
Cc1nc(C)c(C(=O)NCCC(c2ccccc2)c2ccccc2)o1	0	2	-6	-1	8	-3	-15	16	14	0.8
Cc1cc(Cl)c(S(=O)(=O)Nc2ccc(Cl)cn2)cc1OCC(N)=O	12	1	-7	1	4	1	7	-1	4	-0.5
COc1ccc(OCCN2CCN(C(=O)c3ccc(OC)cc3)CC2)cc1	-3	2	0	-3	0	6	-1	-7	25	0.6
CCOC(=O)c1c(NS(=O)(=O)c2cccc(OC)c2)sc2c1CCC2	-10	1	-12	-1	34	-2	0	-1	15	-0.8
CCc1nnc(NC(=O)CCC(=O)N2CCN(c3ccccn3)CC2)s1	-2	-2	3	-6	23	8	-5	1	-7	-0.6
O=C(NN=C1CCCCC1)c1cc(-c2ccccc2)n[nH]1	-4	2	-11	0	-8	7	-18	-3	14	-0.5
O=C(Cc1ccc(Cl)cc1)NCC(=O)N1CCN(Cc2ccccc2)CC1	-7	0	-5	-1	10	1	1	4	-3	-2.7
Cc1ccc(S(=O)(=O)N2CCN(C(=O)CC(C)(C)C)CC2)cc1	1	5	-20	-1	14	10	-10	6	4	-0.7
CCc1nc2ccc(C(=O)Nc3cccc(OCC(=O)N(C)C)c3)cn2c1N(C=O)Cc1ccc(OC)cc1	0	nt	nt	-2	nt	nt	nt	-3	9	0.1
COC(=O)C1=C(c2ccc(OC)cc2)OC(=O)C1(C)C	2	-8	-43	7	24	1	-1	4	8	-0.9
O=C(C1=C(O)C(=O)N(CCN2CCOCC2)C1c1cccc(Br)c1)c1cc2ccccc2o1 (centres undefined)	0	3	0	-1	12	7	-5	75*	20	0.4
C[C@H]1COC(=O)[C@H](Cc2ccc(F)cc2)C/C=C\C[C@@H](CC(=O)NCCO)C(=O)N1	8	nt	-14	2	nt	0	9	9	0	0.0
COc1cc(NC2c3ccccc3C(=O)N2c2ccc(C)cn2)cc(OC)c1OC (centres undefined)	-4	1	3	-9	-5	11	-6	3	-4	0.1
Cn1c(CCC(=O)Nc2ccc(N3CCOCC3)cc2)nc(=O)c2ccccc21	-7	1	0	-2	13	-2	2	6	19	-0.7
O=C(COC(=O)CNC(=O)c1cccs1)Nc1ccccc1C(F)(F)F	6	-3	-4	1	1	9	-1	8	-9	-1.0
CNCc1sccc1C	0	4	-5	3	-2	8	1	10	-15	-0.2
Cc1cc(C)n(CC2CC(=O)N(c3ccc(F)c(Cl)c3)C2=O)n1 (centres undefined)	2	8	-16	-1	-11	-6	2	2	0	-0.6
CCOc1ccc(S(=O)(=O)N2CCN(Cc3ccccc3)CC2)c2cccnc12	-21	-5	6	-3	8	1	-1	0	8	0.4
O=C(COc1ccc2ccccc2c1)NC1CC1	-19	-1	-9	2	24	-6	-6	-1	-3	0.4

Filtered by structure, the entries above containing a thiophene ring, fused or not
SMILES	BoNT F protease	3CLpro inhibitor	SSB-PriA inh	Anthrax LF prot	VHR inh abs	MazF activator	Rv3671c inh	PrPC TRFRET	CCHF vOTU inh	BoNT-A LC inh2
CCOC(=O)c1c(NS(=O)(=O)c2cccc(OC)c2)sc2c1CCC2	-10	1	-12	-1	34	-2	0	-1	15	-0.8
O=C(COC(=O)CNC(=O)c1cccs1)Nc1ccccc1C(F)(F)F	6	-3	-4	1	1	9	-1	8	-9	-1.0
CNCc1sccc1C	0	4	-5	3	-2	8	1	10	-15	-0.2

Carrying on:
SMILES	BoNT F protease	3CLpro inhibitor	SSB-PriA inh	Anthrax LF prot	VHR inh abs	MazF activator	Rv3671c inh	PrPC TRFRET	CCHF vOTU inh	BoNT-A LC inh2
CCOc1ccc2cc(/C=C/C(=O)c3ccco3)c(Cl)nc2c1	1	4	-9	0	-6	-25	-18	0	-11	6.7
C[C@@H]1CN([C@H](C)CO)C(=O)c2cc(NC(=O)C3CCCCC3)ccc2O[C@@H]1CN(C)Cc1ccc(C(F)(F)F)cc1	-7	nt	8	-9	nt	5	4	0	9	-0.3
COc1ccc(OC(=O)N(C)C[C@H]2OCc3cnnn3CCCC(=O)N([C@H](C)CO)C[C@@H]2C)cc1	1	nt	nt	-3	nt	13	nt	-6	1	-0.1
CN1CCc2c(sc3nc(NCCO)n(-c4cccc(Cl)c4)c(=O)c23)C1	-9	-2	2	-12	2	6	-2	0	-43	12
COc1ccc(C(=O)N/N=C\c2ccoc2)cc1	1	3	nt	3	-2	-9	2	-4	-7	-6.7
Cc1ccc(NC(=O)CCNS(=O)(=O)c2cccs2)cc1F	29	-3	-7	3	-3	6	1	2	1	-0.3
O=S1(=O)CC(N2CCSCC2)CN1Cc1cn(Cc2cccc(Cl)c2)nn1 (centres undefined)	2	nt	nt	-8	nt	nt	nt	1	-9	0.5
COc1ccc(C(=O)CCN2CCCCCC2)cc1	-10	-1	-6	0	24	4	-4	3	-10	-0.6
CCOC(=O)N1CCN(CC(=O)N2c3ccccc3CCc3ccccc32)CC1	-1	1	-9	-4	30	6	4	-4	-14	0.1
COc1ccc(CC(=O)Nc2cc(C)on2)cc1	22	1	-13	-1	3	-4	0	0	7	1.2
CCCSc1nc(C)cc(C)c1C(N)=O	-1	7	-5	-4	4	2	6	1	-11	-0.6
Cc1cccc(C)c1Nc1nnc(SCC(=O)Nc2ncc(C(F)(F)F)cc2Cl)s1	-8	6	-6	-3	-2	1	-1	0	-2	0.7
Cc1ccc(NC(=O)Cn2c(=O)cnc3ccccc32)cc1S(=O)(=O)N1CCCCC1	-1	nt	8	-1	nt	1	-15	-2	-11	-4.3
CCCn1nnc(NC(=S)NC(=O)c2cccs2)n1	1	-4	-10	-2	16	-4	-4	2	-3	-0.2
COC(=O)[C@]1(Sc2ccc(C)cc2)CC(=O)N[C@@H]1c1ccco1	6	nt	nt	5	nt	nt	nt	-9	14	-0.5
N#Cc1cc(-c2ccccc2)oc1NC(=O)c1ccco1	-4	5	-7	4	19	-1	3	-5	4	0.1
O=C(CCNC(=O)c1ccc([N+](=O)[O-])cc1)Nc1ccc(F)cc1	-11	4	3	-8	-15	4	-6	-28	0	-0.6
Cn1ccc(=NC=C(C#N)C#N)c2ccccc21	4	2	-13	2	41	-2	-1	-6	10	1.7
CC(C)CC(NC(=O)C(NC(=O)OC(C)(C)C)C(C)C)C(N)=O (centres undefined)	-1	-1	6	-1	1	10	0	-2	-8	0.2
Nc1cccc(-c2cn3cccnc3n2)c1	-3	-1	-16	-1	15	-2	6	1	2	-0.5
NC1=NC(=O)C(c2ccccc2)(c2ccccc2)S1	0	nt	-11	2	nt	0	nt	9	-6	-0.1
O=C(Nc1ccc(OCc2ccccc2)cc1)c1cccc([N+](=O)[O-])c1	-1	5	-4	-1	-5	2	-3	0	1	-0.6
Cc1c(N(C)C(=O)c2ccc3c(c2)OCO3)c(=O)n(-c2ccccc2)n1C	-9	1	-20	-6	16	6	5	-1	-6	-0.5
O=C(CCN1C(=O)C2C3C=CC(C3)C2C1=O)Nc1ccc2c(c1)OCO2 (centres undefined)	4	2	4	-1	7	2	-4	7	5	-0.4
CCCCCCCCCCCC(=O)NC1CCS(=O)(=O)C1 (centres undefined)	-6	2	4	-1	2	11	4	-3	6	-0.3
Cn1c(=O)c2c(-c3ccccc3)n(-c3ccccc3O)cc2n(C)c1=O	-2	1	-2	-4	29	-4	-2	2	5	-0.7
O=C(CC1C[C@H](C(=O)N2CCCCC2)[C@@]2(CCc3ccccc3)c3[nH]c4ccccc4c3CCN2C1=O)NCc1cccc(C(F)(F)F)c1 (some centres undefined)	2	nt	-6	-3	nt	-6	-2	0	4	-0.4
CCn1cnc2sc(C(=O)N(Cc3ccc(N(C)C)cc3)Cc3ccco3)c(C)c2c1=O	1	0	32	-5	13	-1	2	5	5	-0.7
CCCOc1ccc(-c2nnn(CC(=O)c3c[nH]c4ccccc34)n2)cc1	-2	-2	-12	2	8	-24	-56	1	-4	1.0
O=c1cc(-c2cccc(F)c2)[nH]c2ccccc12	-2	-2	-7	-5	-4	0	-5	13	-3	0.5
COc1ccc2oc(C)c(C(=O)c3ccc([N+](=O)[O-])cc3)c2c1	5	-2	28	-3	-10	-6	1	-23	1	0.0
O=S(=O)(Nc1c(O)ccc2ccccc12)c1ccccc1	nt	nt	-3	nt	nt	-2	-8	-9	-1	nt
CCN(CC(=O)NCc1cccs1)C(=O)Cc1ccc(Cl)c(Cl)c1	3	nt	-8	-5	nt	-4	-8	1	12	-0.4
CC1CCCC(C)N1C(=O)COC(=O)CCC(=O)c1ccc(F)cc1 (centres undefined)	-6	nt	-1	-2	nt	5	-2	4	9	-0.3
COc1ccc(C(C)=O)cc1COC(=O)C(CO)NS(=O)(=O)c1ccc(Br)cc1 (centres undefined)	0	-1	2	-2	22	0	-3	1	-5	-0.4
CC(=O)N1CCC2(CC1)CC(=O)c1cc(OCC(=O)NCc3ccc(C)cc3)ccc1O2	2	-8	-21	-2	-5	-2	-3	2	-106	0.2
O=C(CN1CCOCC1)Nc1ccc2c(c1)OC(F)(F)O2	-3	-2	-2	-5	-5	6	-4	3	-5	-1.0
O=C(c1ccco1)N1CCN(C(c2ccccc2Cl)c2nnnn2Cc2ccco2)CC1 (centres undefined)	3	-9	0	2	28	4	-1	-4	6	0.9
CCN1C(=O)CC(c2cccnc2)=Nc2ccccc21	-4	1	-3	2	17	-1	0	-11	0	0.1
Cn1c(-c2ccc(F)cc2)cnc1NCc1ccccc1F	?	1	1	8	30	-2	4	-11	-11	-5.9
CCOC(=O)NC(=O)/C(N=Nc1cc(C)cc(C)c1)=C(\C)O	1	0	nt	-5	18	7	3	8	1	2.7
CC1=C(C(=O)NC(C)c2ccc3c(c2)OCCO3)C2(CCC(C)CC2)OC1=O (centres undefined)	-2	-2	-8	-2	34	8	-8	1	-6	-0.7
CCN(CC)C(C)C(=O)Nc1c2c(cc3c1CCC3)CCC2 (centres undefined)	-25	3	0	-5	-3	5	-11	-3	13	0.3
FC(F)(F)c1cc(CCN2C(=S)NC[C@@H]2c2ccccc2)cc(C(F)(F)F)c1	1	nt	-2	-6	11	-11	-6	1	10	0.4
CSCCC(NC(=O)COc1ccccc1)C(=O)NCC1COc2ccccc2O1 (centres undefined)	-2	2	-13	2	-9	4	-2	-1	0	2.6
S=C(Nc1ccccc1Cl)Nc1ccc(Cl)cc1Cl	-1	4	-22	2	10	1	-2	2	-3	-0.3
Cn1cc(S(=O)(=O)Nc2ccc3c(c2)OCCO3)cn1	3	1	-8	-6	38	5	-3	-6	18	1.6
COc1ccc(C2C(C#N)=C(N)N(c3cccnc3)C3=C2C(=O)CC(C)(C)C3)cc1OC (centres undefined)	5	1	17	2	36	0	-2	2	23	0.8
CC(C)Cc1nnc(NC(=O)CSc2ccccn2)s1	3	-1	-7	1	10	-2	9	-7	13	0.1
Cc1ccc(N(CC(=O)NC2CCCCC2)S(=O)(=O)c2c(C)nn(C)c2C)cc1	-2	3	-10	-1	1	2	-2	4	16	-0.3
Cc1cc(C)cc(N(CC(=O)NCc2ccc(F)cc2)C(=O)c2snc(C(N)=O)c2N)c1	8	-3	-2	2	-40	7	5	0	0	3.3
CN(C)S(=O)(=O)c1ccc(NC(=O)C2CC3C=CC2C3)cc1 (centres undefined)	-4	-7	-7	0	12	-2	-2	-4	-8	-0.5

Single records, from the list above. Order of screens: BoNT F protease | 3CLpro inhibitor | SSB-PriA inh | Anthrax LF prot | VHR inh abs | MazF activator | Rv3671c inh | PrPC TRFRET | CCHF vOTU inh | BoNT-A LC inh2
CCc1nnc(NC(=O)CCC(=O)N2CCN(c3ccccn3)CC2)s1 is listed with -2 | -2 | 3 | -6 | 23 | 8 | -5 | 1 | -7 | -0.6
CC(C)Cc1nnc(NC(=O)CSc2ccccn2)s1 is listed with 3 | -1 | -7 | 1 | 10 | -2 | 9 | -7 | 13 | 0.1

High-throughput results deposited in PubChem by several laboratories.

Some of the compounds tested, so the mix of outcomes need not match the whole.
